Screening data: PubChem, several laboratories
hERG protect = compounds protecting human hERG from proarrhythmic drug block. CHO-hERG, FluxOR thallium flux, dofetilide IC70 present. activation (rescue from dofetilide block), less the hit threshold, % at 10 µM. 310,000 compounds, 0.51% hits. AID 1511;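 active means activation above the mean of controls blocked by dofetilide plus 5 SD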;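 further: thallium influx through hERG after potassium depolarization seen as dye fluorescence rise; in these data hits start at about 4.7%; inactives centre near -7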
KCNQ1 block = inhibitors of human KCNQ1 potassium channel; P51787; AID 2642; CHO-K1 KCNQ1, FluxOR thallium flux fluorescence; hits give high values; 310,000 compounds, 1.3% hits; B-score at 10 µM;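 active means compounds whose thallium flux B-score, printed positive for inhibition, exceeds three library SD while starting fluorescence stays within three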;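 further: channel opened by potassium depolarization with thallium stimulus after 20 min compound exposure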
DYRK1A inh = inhibitors of rat Dyrk1A kinase | 310,000 compounds, 0.43% hits | inhibition, % at 12.5 µM | ADP-Glo luminescence, NFATc1 peptide | AID 504441 | Q63470; in the data active means inhibition above about 50%;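 further: plate controls were vehicle with enzyme for no effect and no enzyme for full effect; many of its hits are not listed in these tables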
PolyA inh = blocks polyadenylation in yeast reporter cells | calls only at 12 µM | 300,000 compounds, 0.02% hits | S. cerevisiae SKY197-pL101 polyadenylation reporter, beta-gal luminescence; efflux-impaired pdr1/pdr3 knockout yeast; score 100 = 6 SD above DMSO;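 active means lowest replicate activity score at least 50, where 100 means six control SD above control mean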;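 further: yeast exposed to compound for 9 h at 30 °C; higher score means more reporter readthrough which indicates perturbed polyadenylation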
RGS4 pot = potentiators or activators of RGS4. HEK293 M3R/inducible RGS4, carbachol calcium flux Fluo4; hits give low values. B-score at 10 µM. 310,000 compounds, 0.92% hits. AID 463111;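 active means B-score of the integrated calcium signal more than 4 SD below the library mean, with starting fluorescence not abnormally high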;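 further: negative B-score means reduced calcium response which marks RGS4 activation or potentiation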
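Assay system: Inducible-RGS4 HEK293 cells carrying M3 receptor | Schedule: Compound preincubation 20 min at room temperature before agonist | Signal: Kinetic calcium fluorescence imaging with Fluo4-AM dye, 2 µM | Read-out basis: B score from integrated fluorescence ratio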
KCNK9 block = inhibitors of human KCNK9 two-pore domain potassium channel | HEK293 KCNK9, FluxOR thallium flux fluorescence; hits give low values | AID 488922 | Q9NPC2 | B-score at 10 µM | 310,000 compounds, 1.2% hits;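 active means ratio B-score over 3 SD below the library mean, with starting fluorescence within 5 SD of its mean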;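 further: negative B-score means less thallium flux so channel inhibition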
KCNQ1 pot = potentiators or activators of human KCNQ1 potassium channel | P51787 | CHO-K1 KCNQ1, thallium flux FluxOR fluorescence; hits give high values | B-score at 10 µM | 310,000 compounds, 0.35% hits | AID 2648;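 active means fluorescence ratio B-score, a plate-corrected score, at least three library SD, with initial intensity B-score within 5 SD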
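Assay system: stable KCNQ1 CHO-K1 line; medium: assay buffer, equal DMSO in all wells; timing: 90 min dye loading and 20 min compound exposure, both at room temperature; technique: kinetic FluxOR thallium fluorescence, 10-s 1-Hz baseline, 110-s post-stimulus read; read-out basis: B score of baseline-normalized fluorescence ratio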
RGS4 inh = human RGS4 inhibition; P49798; HEK293 M3R/RGS4 inducible, Fluo-4 calcium flux; hits give high values; triggered by carbachol at its EC20; AID 463165; 310,000 compounds, 0.45% hits; B-score at 10 µM;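 active means B-score, a plate-corrected calcium signal, over three deviations above library mean, with baseline fluorescence within five deviations of library mean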;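 further: RGS4 expression induced by doxycycline in cells with stable M3 receptor; B-score is computed from the integrated fluorescence ratio over baseline after carbachol; higher B-score means a larger calcium signal and so more RGS4 inhibition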
Target sequence (P49798 whole entry, looked up): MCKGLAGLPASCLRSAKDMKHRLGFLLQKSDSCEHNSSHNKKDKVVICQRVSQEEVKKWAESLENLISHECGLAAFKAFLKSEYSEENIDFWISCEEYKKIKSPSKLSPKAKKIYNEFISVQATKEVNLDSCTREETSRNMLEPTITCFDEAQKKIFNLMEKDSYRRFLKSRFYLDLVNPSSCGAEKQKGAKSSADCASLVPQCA
KCNK3 inh = human KCNK3 channel inhibition, primary screen; O14649; CHO-KCNK3 thallium flux, FluxOR fluorescence; hits give low values; B-score at 10 µM; 340,000 compounds, 0.84% hits; AID 602410;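 active means B-score under library mean minus 4 SD, starting fluorescence ratio at most library mean plus 5 SD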;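 further: more negative B-score means stronger inhibition of thallium flux through KCNK3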
GSK3beta inhib = blocks human GSK3beta kinase activity; GST-GSK3beta kinase, ADP-Glo luminescence, 60 min; hits give low values; activity score (negative = inhibition), % at 10 µM; 300,000 compounds, 0.038% hits;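 active means more than half of replicate wells score below -50%, meaning over 50% inhibition versus plate controls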;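 further: 0% = median DMSO wells and -100% = median GW8510 positive control wells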
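test system = GST-tagged human GSK3beta kinase, cell-free | reagent = 25 µM ATP with peptide substrate | dosing = one dose of 10 µM per compound | schedule = 60 min reaction, RT | detection = luminescent ADP-Glo measurement of ADP formed | control set = DMSO neutral wells and GW8510 at 20 µM as positive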
GSK3A inh = human GSK-3 alpha kinase inhibition; P49840; ADP-Glo luminescence, 60 min; inhibition, % at 10 µM; 320,000 compounds, 0.1% hits; AID 2650;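 in the data active means inhibition above about 50%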;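 further: GST-tagged GSK-3 alpha with peptide substrate and 25 µM ATP; 0% = DMSO neutral wells and 100% = GW8510 positive control wells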
Target sequence (P49840 whole entry, looked up): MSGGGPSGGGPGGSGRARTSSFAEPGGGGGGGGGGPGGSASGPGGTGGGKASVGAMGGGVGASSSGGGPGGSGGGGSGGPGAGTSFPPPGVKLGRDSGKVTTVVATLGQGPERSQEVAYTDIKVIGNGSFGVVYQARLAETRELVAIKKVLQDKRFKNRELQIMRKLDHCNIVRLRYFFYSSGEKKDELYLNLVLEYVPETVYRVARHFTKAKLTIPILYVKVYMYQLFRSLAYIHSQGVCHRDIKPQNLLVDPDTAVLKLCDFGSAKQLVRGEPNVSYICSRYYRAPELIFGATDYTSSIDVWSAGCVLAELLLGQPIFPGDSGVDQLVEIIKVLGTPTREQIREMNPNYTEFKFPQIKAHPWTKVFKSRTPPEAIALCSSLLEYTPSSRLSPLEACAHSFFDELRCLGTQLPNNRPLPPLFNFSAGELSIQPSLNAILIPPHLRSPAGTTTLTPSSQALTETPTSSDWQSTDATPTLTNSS
* marks the source's active call; other numbers are inactive results; i = inactive; / = not tested or not shown. These rows are one share of the data, so the mix of outcomes need not match the whole.

The first 2 records, ahead of the listing:
| nr | SMILES | KCNQ1 block | hERG protect | GSK3beta inhib | GSK3A inh | KCNK3 inh | KCNQ1 pot |
| --- | --- | --- | --- | --- | --- | --- | --- |
| 1 | CC(C)C(=O)NC(Oc1ccccc1Cl)C(Cl)(Cl)Cl (stereo not given) | i | -7.9 | 6.0 | -0.8 | i | i |
| 2 | CCOc1cc(C2NCc3ccccc3-n3cccc32)ccc1O (stereo not given) | i | -11.9 | 3.4 | 2.1 | i | i |

| nr | PolyA inh | RGS4 pot | RGS4 inh | DYRK1A inh | KCNK9 block |
| --- | --- | --- | --- | --- | --- |
| 1 | i | i | i | -8.1 | i |
| 2 | i | i | i | 1.5 | i |

The whole of this part, repeating the preview:
| nr | SMILES | KCNQ1 block | hERG protect | GSK3beta inhib | GSK3A inh | KCNK3 inh | KCNQ1 pot |
| --- | --- | --- | --- | --- | --- | --- | --- |
| 1 | CC(C)C(=O)NC(Oc1ccccc1Cl)C(Cl)(Cl)Cl (stereo not given) | i | -7.9 | 6.0 | -0.8 | i | i |
| 2 | CCOc1cc(C2NCc3ccccc3-n3cccc32)ccc1O (stereo not given) | i | -11.9 | 3.4 | 2.1 | i | i |
| 3 | OC(CN1CC=C(c2ccccc2)CC1)c1ccccc1 (stereo not given) | i | -4.6 | 0.4 | -1.7 | i | i |
| 4 | CN1C(=O)N(C)C(=O)C2(Cc3c(ccc4ccccc34)N(C)C2)C1=O | i | -7.6 | -10.2 | -2.1 | i | i |
| 5 | CC1CCCCN1Cc1c[nH]c2ccccc12 (stereo not given) | i | -1.5 | -2.0 | 2.7 | i | i |
| 6 | O=C(c1ccc(Br)cc1)C12CN3CN(CN(C3)C1)C2 | i | -11.6 | 6.5 | -0.8 | i | i |
| 7 | Cc1ccc(-c2cc(-c3ccccc3)cc(-c3ccccc3)[n+]2-c2ccccc2C(=O)O)cc1 | i | -22.8 | -8.6 | -0.3 | i | i |
| 8 | CC/C(=N\NC(=O)c1ccccc1Cl)c1c(O)n(C2CCCCC2)c(=O)[nH]c1=O | i | -12.5 | 1.0 | -4.3 | i | i |
| 9 | CC(C)CCC1(CN2CCCC2=O)C(=O)NC(=O)NC1=O | i | 2.6 | -0.5 | 6.6 | i | i |
| 10 | COc1cc2[nH]c(=O)n(-c3ccccc3)c(=O)c2cc1OC | i | -4.9 | 1.9 | -1.4 | i | i |

| nr | PolyA inh | RGS4 pot | RGS4 inh | DYRK1A inh | KCNK9 block |
| --- | --- | --- | --- | --- | --- |
| 1 | i | i | i | -8.1 | i |
| 2 | i | i | i | 1.5 | i |
| 3 | i | i | i | 0.1 | i |
| 4 | i | i | i | -5.9 | i |
| 5 | i | i | i | 1.2 | i |
| 6 | i | i | i | -0.2 | i |
| 7 | i | i | i | / | i |
| 8 | i | i | i | 0.9 | i |
| 9 | i | i | i | -11.5 | i |
| 10 | i | i | i | -3.6 | i |

Further records follow:
| nr | SMILES | KCNQ1 block | hERG protect | GSK3beta inhib | GSK3A inh | KCNK3 inh | KCNQ1 pot |
| --- | --- | --- | --- | --- | --- | --- | --- |
| 11 | O[C@H]1[C@H](O)[C@@H](O)CN2CC[C@H](O)[C@H]12 | i | -5.5 | -0.7 | 1.4 | i | i |
| 12 | Cc1cc(C)n2nc(SCC(=O)N3CCC4(CC3)OCCO4)nc2n1 | i | -5.0 | -2.3 | 3.7 | i | i |
| 13 | O=c1[nH]c(=O)n(CCc2ccc(F)cc2)c(O)c1C=NCCCN1CCOCC1 | i | -4.2 | -7.7 | 3.9 | i | i |
| 14 | CC(C)Nc1nc(Cl)nc(NC(C)C)n1 | i | -5.3 | -0.1 | -2.4 | i | i |

| nr | PolyA inh | RGS4 pot | RGS4 inh | DYRK1A inh | KCNK9 block |
| --- | --- | --- | --- | --- | --- |
| 11 | i | i | i | 0.8 | i |
| 12 | i | i | i | -6.2 | i |
| 13 | i | i | i | -1.5 | i |
| 14 | i | i | i | 1.7 | i |

Part of the list above in a different format.
cpd | smiles | KCNQ1 block | hERG protect | GSK3beta inhib | GSK3A inh | KCNK3 inh | KCNQ1 pot | PolyA inh | RGS4 pot | RGS4 inh | DYRK1A inh | KCNK9 block
3 | OC(CN1CC=C(c2ccccc2)CC1)c1ccccc1 (stereo not given) | i | -4.6 | 0.4 | -1.7 | i | i | i | i | i | 0.1 | i
4 | CN1C(=O)N(C)C(=O)C2(Cc3c(ccc4ccccc34)N(C)C2)C1=O | i | -7.6 | -10.2 | -2.1 | i | i | i | i | i | -5.9 | i
5 | CC1CCCCN1Cc1c[nH]c2ccccc12 (stereo not given) | i | -1.5 | -2.0 | 2.7 | i | i | i | i | i | 1.2 | i
6 | O=C(c1ccc(Br)cc1)C12CN3CN(CN(C3)C1)C2 | i | -11.6 | 6.5 | -0.8 | i | i | i | i | i | -0.2 | i
7 | Cc1ccc(-c2cc(-c3ccccc3)cc(-c3ccccc3)[n+]2-c2ccccc2C(=O)O)cc1 | i | -22.8 | -8.6 | -0.3 | i | i | i | i | i | / | i
